From PubChem BioAssay
TGFb SMAD3 inh: TGF-b pathway inhibition. HepG2 CAGA-GFP TGF-b/SMAD3 reporter, GFP fluorescence, 18 h; TGF-beta stimulated, 500 pg/mL final. Potency, µM (series often up to 46.1 µM), for the others: at the highest dose activity, negative = inhibition, most hits filed as inhibitors. actives 1.2% (n = 410,000). AID 588855; also: potency is read from the fitted curve at half-maximal effect; % is scaled to controls: 0 for no effect and ±100 for the full control effect; nearly all actives have a fitted effect of over 65% in size
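Inhibition of TGF-beta-driven CAGA-GFP reporter expression in HEPG2 cells is measured by cellular GFP fluorescence after 18 h stimulation with 500 pg/mL recombinant TGF-beta in 1% FBS medium at 37 degrees C.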
Nrf2 inh: blocks Nrf2 signaling; A549 ARE-Fluc reporter, luciferase luminescence, 18-24 h; Potency, µM (series often up to 46 µM), inactives show at the highest dose activity change, negative = inhibition, actives largely listed as inhibitors; actives 2.1% (n = 360,000); also: potency is read from the fitted curve at half-maximal effect; % is scaled to controls: 0 for no effect and ±100 for the full control effect; nearly all actives have a fitted effect of over 60% in size
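Cells were seeded and rested 2 h, then exposed to compounds for 18-24 h. CellTiter-Fluor was read first as a viability measure. BugLite was added 15 min before the final luminescent read of ARE-luciferase activity in A549 cells.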
ATXN2 expr inh: inhibitors of ATXN2 expression | AID 1745845 | HEK-293 ATXN2-luciferase reporter, luminescence, 24 h | Potency, µM (titrated, usually from 57 µM), without a hit: top-dose activity change, negative = inhibition, hits mostly inhibitors | actives 0.72% (n = 360,000); also: potency is read from the fitted curve at half-maximal effect; % is scaled to controls: 0 for no effect and ±100 for the full control effect; nearly all actives have a fitted effect of over 55% in size
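ATXN2-luciferase reporter cells (luciferase flanked by upstream and downstream ATXN2 gene portions) were treated 24 h at 37 °C with compounds at up to 57 uM. SteadyGlo luminescence gave expression; GF-AFC fluorescence gave viability.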
Nrf2 ARE act: activators of Nrf2 (ARE) signaling; Potency, µM (highest dose often 46.1 µM), without a hit: at the top dose activation, hits mostly activators; actives 0.31% (n = 410,000); AREc32 ARE-luciferase reporter (MCF7-derived line), luminescence, 24 h; AID 624171; also: potency is read from the fitted curve at half-maximal effect; % of control where 0% means no effect; nearly all actives have a fitted effect of over 65% in size
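Cells of the AREc32 ARE-luciferase line are plated in OPTI-MEM containing 5% FBS and left overnight at 37 deg C. Compounds are pinned in, incubation continues 24 hr, and firefly luciferase signal is then measured.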
A549 tox: counter-screen for Nrf2 inhibitors: cytotoxicity in A549 cells | actives 0.16% (n = 390,000) | AID 504648 | Potency, µM (top dose mostly 46 µM), without a hit: top-dose activity change, negative = cytotoxicity, actives largely listed as inhibitors | A549 ARE-Fluc cells, CellTiter-Fluor viability, 18-24 h; also: potency is read from the fitted curve at half-maximal effect; % is scaled to controls: 0 for no effect and ±100 for the full control effect
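A549 ARE_Fluc cells in 5% FBS OPTI-MEM were exposed to compounds in concentration-response for 18-24 h at 37 deg C. Viability was read by CellTiter-Fluor fluorescence (Ex 405/Em 525) after 30 min, before the luciferase read.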
HepG2 viability: kills HepG2 cells in TGF-b inhibitor counter-screen. Potency, µM (top dose mostly 46.1 µM), without a hit: top-dose activity change, negative = cytotoxicity, hits mostly cytotoxic. actives 0.76% (n = 410,000). AID 588856. HepG2 CAGA-GFP viability, ATP luminescence, 18 h; also: potency is read from the fitted curve at half-maximal effect; some results filed as inactive show a strong effect at the top dose
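HepG2 CAGA-GFP cells (1000/well, DMEM with 1% FBS) received compound, then TGF-beta at 500 pg/mL final, and were incubated 18 hours at 37 degrees C. Viability was read by CellTiter-Glo luminescence. Media-only wells were set as complete cell-killing and DMSO as no toxicity.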
EPAC2 ag: activates human EPAC2 exchange factor; EPAC2 activation, biochemical qHTS; response scale: 100% = 6.5 mM cAMP response; Potency, µM (doses to about 154 µM), for inactives: at the top dose activation, hits mostly activators; actives 0.079% (n = 360,000); also: potency is read from the fitted curve at half-maximal effect; nearly all actives have a fitted effect of over 50% in size
Target sequence (Q8WZA2 whole entry, looked up): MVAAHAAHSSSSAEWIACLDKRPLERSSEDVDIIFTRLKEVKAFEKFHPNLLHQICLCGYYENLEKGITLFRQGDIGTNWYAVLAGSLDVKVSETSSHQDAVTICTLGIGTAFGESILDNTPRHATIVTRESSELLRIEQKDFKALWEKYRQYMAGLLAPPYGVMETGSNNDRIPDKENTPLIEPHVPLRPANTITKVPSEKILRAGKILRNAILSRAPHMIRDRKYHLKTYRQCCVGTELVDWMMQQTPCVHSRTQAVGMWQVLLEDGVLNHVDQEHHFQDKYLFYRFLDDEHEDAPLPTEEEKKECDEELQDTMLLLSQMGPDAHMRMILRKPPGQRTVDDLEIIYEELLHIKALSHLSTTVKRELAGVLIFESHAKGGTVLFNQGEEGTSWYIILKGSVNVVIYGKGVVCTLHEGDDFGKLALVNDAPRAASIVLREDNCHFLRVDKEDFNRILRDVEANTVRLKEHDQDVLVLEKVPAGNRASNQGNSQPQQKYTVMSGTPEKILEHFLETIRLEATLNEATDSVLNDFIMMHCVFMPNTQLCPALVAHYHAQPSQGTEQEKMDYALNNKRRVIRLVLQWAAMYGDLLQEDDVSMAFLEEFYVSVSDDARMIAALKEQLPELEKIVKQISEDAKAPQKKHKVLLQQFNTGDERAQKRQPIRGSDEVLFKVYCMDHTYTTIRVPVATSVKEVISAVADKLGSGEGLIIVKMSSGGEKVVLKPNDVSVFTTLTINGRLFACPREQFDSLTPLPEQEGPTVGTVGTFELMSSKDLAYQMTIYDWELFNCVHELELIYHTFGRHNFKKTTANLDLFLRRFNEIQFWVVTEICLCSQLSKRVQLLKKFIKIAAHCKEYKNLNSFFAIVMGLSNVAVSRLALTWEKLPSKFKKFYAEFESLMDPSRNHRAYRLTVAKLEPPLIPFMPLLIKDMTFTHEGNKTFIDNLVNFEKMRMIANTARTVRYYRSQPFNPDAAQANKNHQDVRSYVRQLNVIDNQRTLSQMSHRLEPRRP
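Guanine nucleotide exchange by EPAC2 is measured as reduced fluorescence of BODIPY-GDP once it is released from 250 nM Rap1B. Plates are read kinetically for 30 min at room temperature; results are scaled to 6.5 mM cAMP.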
IL-2 act: activators of IL-2; IL-2 activation reporter assay, cell-based qHTS; stimulated with anti-CD3/CD4/CD28 beads; in transgenic mouse T cells; actives 0.065% (n = 360,000); activation, % (series mostly up to about 46 µM); AID 652025; in the data active = activation above about 50%; inconclusive = mostly about 30% to 49%; also: 0% is about no effect
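Readout is EGFP and DsRed signal by fluorescent plate cytometry after 18 h at 37 degrees C. Transgenic mouse T cells (750/well) received compound for 60 min before bead stimulation (anti-CD3, anti-CD4, anti-CD28); memory T cells served as non-tolerant control.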
ATXN viability: viability counter-screen for ATXN expression inhibitors; S2 cells (HEK-293 line with an ATXN2-luciferase reporter) viability, CellTiter-Fluor protease fluorescence, 24 h; Potency, µM (series often up to 56.7 µM), actives largely listed as cytotoxic; actives 0.49% (n = 400,000); AID 651635; also: potency is read from the fitted curve at half-maximal effect; nearly all actives have a fitted effect of over 40% in size
The depositor's hits bear a star; [ ] = another dose, or the depositor's remark. Unless noted, calls follow the shape of the dose curve; as a rule, active = well fitted curve in the direction sought with a large enough effect; inconclusive = small, poorly fitted or top-dose-only effect, or another doubt; inactive = no such curve, though single readings can be large; an effect the other way counts as inactive or inconclusive.

O=C(O)CCC(=O)N1N=C(c2ccco2)CC1c1cccs1 (stereo not given) was read as TGFb SMAD3 inh 2%, Nrf2 inh 14%, ATXN2 expr inh -6%, Nrf2 ARE act -0.8%, A549 tox -2%, HepG2 viability 3%, EPAC2 ag -4%, IL-2 act 1.0 and ATXN viability inactive.
Screening COc1ccc(N2CCC(CNC(=O)Nc3ccc(OC)cc3OC)C2)cc1 (stereo not given) returned TGFb SMAD3 inh 2%, Nrf2 inh -12%, ATXN2 expr inh -3%, Nrf2 ARE act 0.5%, A549 tox -11%, HepG2 viability -18%, EPAC2 ag 1%, IL-2 act -0.1 and ATXN viability inactive.
For COc1cccc(Nc2nc(=O)[nH]nc2C)c1 the results were TGFb SMAD3 inh -1%, Nrf2 inh -13%, ATXN2 expr inh 3%, Nrf2 ARE act -0.3%, A549 tox -10%, HepG2 viability 6%, EPAC2 ag 4%, IL-2 act -1.1 and ATXN viability inactive.
Screening CCOC(=O)c1c(-c2ccccc2)csc1NC(=S)N(CC)CC returned TGFb SMAD3 inh -12%, Nrf2 inh -20%, ATXN2 expr inh inconclusive, Nrf2 ARE act 2.0%, A549 tox 1%, HepG2 viability 4%, EPAC2 ag 3%, IL-2 act -5.8 and ATXN viability inactive.
Screening COc1cc(/C=C/C(=O)Nc2ccc(C(C)=O)cc2)cc(OC)c1OC returned TGFb SMAD3 inh -26%, Nrf2 inh 15%, ATXN2 expr inh 1%, Nrf2 ARE act 4.0%, A549 tox 16%, HepG2 viability -55%, EPAC2 ag 8%, IL-2 act -0.1 and ATXN viability inactive.
`COc1ccc(N2C(=O)C3ON(C4SC(=S)N(C)C4(C)C)C(c4ccc(Cl)cc4)C3C2=O)cc1` (stereo not given) gave TGFb SMAD3 inh -5%, Nrf2 inh 15%, ATXN2 expr inh -18%, Nrf2 ARE act -0.1%, A549 tox 1%, HepG2 viability -20%, EPAC2 ag 7%, IL-2 act -0.2 and ATXN viability inactive.
`CCOc1ccc(S(=O)(=O)NCCC(=O)N(C)CC(=O)Nc2ccc(N3CCOCC3)cc2)cc1` gave TGFb SMAD3 inh -7%, Nrf2 inh -9%, ATXN2 expr inh -12%, Nrf2 ARE act 0.8%, A549 tox 3%, HepG2 viability -21%, EPAC2 ag 13%, IL-2 act -0.4 and ATXN viability inactive.
COc1ccc(CNC(=O)CSc2nnc(C3CC3)n2C2CC2)cc1 was read as TGFb SMAD3 inh -6%, Nrf2 inh -1%, ATXN2 expr inh -2%, Nrf2 ARE act 0.1%, A549 tox 11%, HepG2 viability -5%, EPAC2 ag 6%, IL-2 act 2.4 and ATXN viability inactive.
`O=C(NC1CCOc2ccccc21)c1ccc(Cl)nc1` (stereo not given) gave TGFb SMAD3 inh 16%, Nrf2 inh 4%, ATXN2 expr inh -3%, Nrf2 ARE act -2.0%, A549 tox 1%, HepG2 viability 3%, EPAC2 ag 7%, IL-2 act 0.2 and ATXN viability inactive.
For CS(=O)(=O)c1ccc2nc(NC(=O)c3ccccc3Br)sc2c1 the results were TGFb SMAD3 inh -13%, Nrf2 inh inconclusive, ATXN2 expr inh 20%, Nrf2 ARE act 13%, A549 tox 15%, HepG2 viability -27%, EPAC2 ag 7%, IL-2 act 0.6 and ATXN viability inactive.
N=c1c(-c2nc3ccccc3[nH]2)cc(C(=O)c2cccs2)nn1-c1ccccc1 was read as TGFb SMAD3 inh 1%, Nrf2 inh -6%, ATXN2 expr inh 2%, Nrf2 ARE act 0.2%, A549 tox -1%, HepG2 viability 3%, EPAC2 ag -6%, IL-2 act 7.0 and ATXN viability inactive.
CCOC(=O)c1c(NC(=O)CSc2cn(CCNC(=O)c3ccc(OC)cc3)c3ccccc23)sc2c1CCCC2 was read as TGFb SMAD3 inh inconclusive, Nrf2 inh inconclusive, ATXN2 expr inh 6%, Nrf2 ARE act 1.0%, A549 tox -8%, HepG2 viability -3% and ATXN viability inactive.
`CCOc1ccc(NS(=O)(=O)c2ccc3c(c2)N(C(C)=O)CC3)cc1` gave TGFb SMAD3 inh -16%, Nrf2 inh inconclusive, ATXN2 expr inh -15%, Nrf2 ARE act -0.3%, A549 tox -1%, HepG2 viability -10%, EPAC2 ag 8%, IL-2 act 1.0 and ATXN viability inactive.
CC(C)NS(=O)(=O)c1ccc(OCC(=O)NCC2CCCO2)c(Cl)c1 (stereo not given) was read as TGFb SMAD3 inh 2%, Nrf2 inh 10%, ATXN2 expr inh -10%, Nrf2 ARE act 1.2%, A549 tox -18%, HepG2 viability -9%, EPAC2 ag 7%, IL-2 act -2.4 and ATXN viability inactive.
COc1ccc(C2/C=C\CN(S(=O)(=O)c3ccc(C)cc3)C(Cc3ccccc3)C(=O)N2Cc2ccc(F)cc2)cc1 (stereo not given) was read as TGFb SMAD3 inh -2%, Nrf2 inh 20%, A549 tox 6% and HepG2 viability -9%.
`COc1cc(/C=N/NC(=O)c2ccc(O)cc2)ccc1Oc1ccc([N+](=O)[O-])cn1` gave TGFb SMAD3 inh -25%, Nrf2 inh inconclusive, Nrf2 ARE act 5.5%, A549 tox -4%, HepG2 viability -2%, EPAC2 ag 2%, IL-2 act 0.5 and ATXN viability inactive.
For C/C(=N/NC(=O)c1ccc(Br)o1)c1ccc(C)o1 the results were TGFb SMAD3 inh -2%, Nrf2 inh 2%, ATXN2 expr inh 2%, Nrf2 ARE act inconclusive, A549 tox -2%, HepG2 viability -1%, EPAC2 ag -2%, IL-2 act -2.2 and ATXN viability inactive.
Screening Cc1ccc(OCCCC(=O)Nc2ccc(S(=O)(=O)Nc3cc(C)on3)cc2)cc1 returned TGFb SMAD3 inh -15%, Nrf2 inh -25%, ATXN2 expr inh -4%, Nrf2 ARE act -0.7%, A549 tox -5%, HepG2 viability 10%, EPAC2 ag 3%, IL-2 act -0.5 and ATXN viability inactive.
For O=[N+]([O-])c1cccc(S(=O)(=O)N2CCCCC2c2cccnc2)c1 (stereo not given) the results were TGFb SMAD3 inh -1%, Nrf2 inh 5%, ATXN2 expr inh 0%, Nrf2 ARE act 5.0%, A549 tox -4%, HepG2 viability 2%, EPAC2 ag -3%, IL-2 act 0.1 and ATXN viability inactive.
For COc1ccc(-c2nnc(SCc3ccccc3F)o2)cc1OC the results were TGFb SMAD3 inh -3%, Nrf2 inh inconclusive, ATXN2 expr inh 59%[activator], Nrf2 ARE act 7.1%, A549 tox -4%, HepG2 viability -28%, EPAC2 ag 13%, IL-2 act 1.6 and ATXN viability inactive.
O=C(Cc1ccccc1)c1c[nH]c(C(=O)NCc2ccncc2)c1 was read as TGFb SMAD3 inh 1%, Nrf2 inh -5%, ATXN2 expr inh -9%, Nrf2 ARE act -0.6%, A549 tox inconclusive, HepG2 viability 4%, EPAC2 ag 5%, IL-2 act 0.8 and ATXN viability inactive.
`OC(CNC1CCCc2ccccc21)COc1ccc2ccccc2c1` (stereo not given) gave TGFb SMAD3 inh inconclusive, Nrf2 inh 21%, Nrf2 ARE act 3.5%, A549 tox 10%, HepG2 viability -89%, EPAC2 ag 8%, IL-2 act -4.6 and ATXN viability inconclusive.
For CCN1CCN(S(=O)(=O)c2ccc(S(=O)(=O)NC3CC3)cc2)CC1 the results were TGFb SMAD3 inh 0%, Nrf2 inh -9%, ATXN2 expr inh 3%, Nrf2 ARE act -0.5%, A549 tox 1%, HepG2 viability 3%, EPAC2 ag 11%, IL-2 act 0.4 and ATXN viability inactive.
For Cc1ccn(S(=O)(=O)c2ccc3oc(=O)ccc3c2)n1 the results were TGFb SMAD3 inh 5%, Nrf2 inh -4%, ATXN2 expr inh 2%, Nrf2 ARE act -0.5%, A549 tox 2%, HepG2 viability 13%, EPAC2 ag 4%, IL-2 act 0.0 and ATXN viability inactive.
For CC(C)NC(=O)c1cc(C2CCCCN2C(=O)OCCF)on1 (stereo not given) the results were TGFb SMAD3 inh 26%, ATXN2 expr inh 6%, Nrf2 ARE act -1.3%[9.22 µM], HepG2 viability 9%, EPAC2 ag 4%, IL-2 act 3.0 and ATXN viability inactive.
COc1ccc(C)cc1NC(=O)CCS(=O)(=O)c1cc2c(cc1Cl)NC(=O)CO2 was read as TGFb SMAD3 inh 7%, Nrf2 inh 13%, ATXN2 expr inh 10%, Nrf2 ARE act -0.7%, A549 tox -1%, HepG2 viability 7%, EPAC2 ag 2%, IL-2 act 0.1 and ATXN viability inactive.
CCOC(=O)C1CCCN(C(=O)c2ccccc2[N+](=O)[O-])C1 (stereo not given) was read as TGFb SMAD3 inh -1%, Nrf2 inh 2%, ATXN2 expr inh -22%, Nrf2 ARE act -0.2%, A549 tox 0%, HepG2 viability 4%, EPAC2 ag 7%, IL-2 act 3.1 and ATXN viability inactive.

Part of the list above in order of count of non-hydrogen atoms, falling:
COc1ccc(C)cc1NC(=O)CCS(=O)(=O)c1cc2c(cc1Cl)NC(=O)CO2 was read as TGFb SMAD3 inh 7%, Nrf2 inh 13%, ATXN2 expr inh 10%, Nrf2 ARE act -0.7%, A549 tox -1%, HepG2 viability 7%, EPAC2 ag 2%, IL-2 act 0.1 and ATXN viability inactive.
For CCN1CCN(S(=O)(=O)c2ccc(S(=O)(=O)NC3CC3)cc2)CC1 the results were TGFb SMAD3 inh 0%, Nrf2 inh -9%, ATXN2 expr inh 3%, Nrf2 ARE act -0.5%, A549 tox 1%, HepG2 viability 3%, EPAC2 ag 11%, IL-2 act 0.4 and ATXN viability inactive.
For CC(C)NC(=O)c1cc(C2CCCCN2C(=O)OCCF)on1 (stereo not given) the results were TGFb SMAD3 inh 26%, ATXN2 expr inh 6%, Nrf2 ARE act -1.3%[9.22 µM], HepG2 viability 9%, EPAC2 ag 4%, IL-2 act 3.0 and ATXN viability inactive.
